From PubChem
WRN helicase inh – WRN helicase (human) inhibition. 360,000 tested, 0.46% active. Potency, µM (titrated, usually from 114 µM), inactives show at the highest dose activity change, negative = inhibition, most hits filed as inhibitors. WRN helicase unwinding, fluorescent forked duplex, kinetic. Q14191; note: potency is the fitted concentration of half-maximal effect; % is set by controls: 0 for no effect and ±100 for the full control effect; nearly all actives have a fitted effect of over 55% in size
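Kinetic fluorescence helicase assay: unwinding of a quenched forked DNA duplex (100 nM final) with 2 mM ATP final raises red fluorescence (525/598 nm). Compounds sat 15 min at room temperature with 20 nM WRN beforehand.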
EPAC1 antag – EPAC1 (human) antagonism. EPAC1 GEF assay, Rap1b-BODIPY-GDP exchange fluorescence. Potency, µM (highest dose often 115 µM), inactives show at the top dose activity change, negative = inhibition, actives largely listed as inhibitors. 360,000 tested, 0.14% active. AID 720709;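 note: potency is the fitted concentration of half-maximal effect; plate controls were vehicle for no effect and positive control for full effect; nearly all actives have a fitted effect of over 50% in size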
Target sequence (O95398 whole entry, looked up): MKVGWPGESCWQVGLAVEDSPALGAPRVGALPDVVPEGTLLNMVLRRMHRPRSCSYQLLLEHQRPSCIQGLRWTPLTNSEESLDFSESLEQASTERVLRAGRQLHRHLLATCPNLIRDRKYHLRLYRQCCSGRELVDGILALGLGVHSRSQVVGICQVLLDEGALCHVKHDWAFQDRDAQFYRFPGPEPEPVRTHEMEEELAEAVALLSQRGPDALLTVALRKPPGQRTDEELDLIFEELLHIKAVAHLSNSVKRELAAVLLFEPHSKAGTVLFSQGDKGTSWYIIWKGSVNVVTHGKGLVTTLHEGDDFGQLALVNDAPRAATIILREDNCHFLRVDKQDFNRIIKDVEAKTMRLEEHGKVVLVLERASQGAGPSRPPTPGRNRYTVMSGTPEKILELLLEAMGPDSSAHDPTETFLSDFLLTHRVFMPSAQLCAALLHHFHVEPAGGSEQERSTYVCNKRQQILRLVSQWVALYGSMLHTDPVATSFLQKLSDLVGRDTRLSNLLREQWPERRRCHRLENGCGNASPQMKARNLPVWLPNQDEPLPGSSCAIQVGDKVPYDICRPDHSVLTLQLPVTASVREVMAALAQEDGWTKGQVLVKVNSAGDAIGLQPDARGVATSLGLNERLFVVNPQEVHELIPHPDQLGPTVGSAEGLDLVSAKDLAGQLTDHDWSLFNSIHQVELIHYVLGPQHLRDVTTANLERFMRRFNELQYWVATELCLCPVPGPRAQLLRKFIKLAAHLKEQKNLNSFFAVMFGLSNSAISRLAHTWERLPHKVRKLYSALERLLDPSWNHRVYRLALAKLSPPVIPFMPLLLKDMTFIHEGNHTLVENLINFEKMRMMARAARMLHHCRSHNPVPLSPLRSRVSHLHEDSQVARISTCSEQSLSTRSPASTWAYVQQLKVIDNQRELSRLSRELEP
EPAC1 agonist – activates human EPAC1 exchange factor; O95398; EPAC1 agonist qHTS, biochemical assay; response scale: 100% = response to 6.5 mM cAMP; 360,000 tested, 0.073% active; Potency, µM (series often up to 154 µM), for the others: at the highest dose activation, usual class: activators; note: potency is the fitted concentration of half-maximal effect; nearly all actives have a fitted effect of over 60% in size
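Compounds were pinned as a concentration titration into mixtures of EPAC1 (100 nM), BODIPY-GDP-loaded Rap1B (250 nM) and GDP (50 uM). After 5 min at room temperature, fluorescence was followed for 30 min; activity was scaled to 6.5 mM cAMP.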
CCT modulator – changes cytosolic chaperonin activity; activity change, % (concentration not given with the values), hits read low; AID 651819; purified chaperonin ATPase assay, HTRF ADP detection, 30 min; 360,000 tested, 0.3% active; in the data active = activity change below about -30%; note: % is set by controls: 0 for no effect and ±100 for the full control effect
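Enzyme 40 or 20 nM (batch-dependent) in Tris pH 7.4/KCl/MgCl2/DTT; cpd 76 uM single point; ATP 10 uM; 30 min 37 °C; Transcreener ADP HTRF detection, 30 min RT; ratio 665/615.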
PI5P4Ka inh – inhibitors of human PI5P4K alpha; 330,000 tested, 1.2% active; max response, %; PI5P4Kalpha enzyme, ADP-Glo luminescence, 60 min; active compounds read low; P48426; AID 652105; active = max response of -50% or lower; inconclusive = between -30% and -50%; inactive = -30% or higher; note: value at the top dose of about 77 µM; % is set by controls: 0 for no effect and ±100 for the full control effect
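Luminescence from ADP-Glo served as readout of PI5P4Kalpha activity in a qHTS format. Reaction: enzyme, substrate, compound, ATP at 5 microM final, 60 min at RT.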
EPAC2 antagonist – antagonists of human EPAC2 | Q8WZA2 | EPAC2 GEF exchange of Rap1B-BODIPY-GDP, fluorescence | Potency, µM (top dose mostly 114 µM), for inactives: at the highest dose activity, negative = inhibition, actives largely listed as inhibitors | 360,000 tested, 0.18% active | AID 720708; note: potency is the fitted concentration of half-maximal effect; % is set by controls: 0 for no effect and ±100 for the full control effect; nearly all actives have a fitted effect of over 45% in size; many of its hits are not listed in these tables
Mm-Cpn inhibitor – M. maripaludis TRiC chaperonin inhibition; purified Mm-Cpn ATPase, ADP Transcreener TR-FRET; Potency, µM (top dose mostly 76.9 µM), for inactives: at the top dose activity, negative = inhibition, hits mostly inhibitors; 330,000 tested, 0.031% active; note: potency is the fitted concentration of half-maximal effect; % is set by controls: 0 for no effect and ±100 for the full control effect; nearly all actives have a fitted effect of over 80% in size
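Inhibition of chaperonin ATP hydrolysis is measured as reduced ADP production, detected by competitive TR-FRET in which signal falls with ADP. Final enzyme 25 nM and ATP 10 uM, reacted 30 min at 37°C.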
PLK1 PBD inh – inhibitors of human PLK1 polo-box domain binding; Potency, µM, inactives show max response, negative = inhibition, actives largely listed as inhibitors; 360,000 tested, 2.8% active; P53350; Plk1 PBD binding of FITC phosphopeptide, fluorescence polarization; note: potency is the fitted concentration of half-maximal effect; series mostly up to about 57 µM; % is set by controls: 0 for no effect and ±100 for the full control effect; nearly all actives have a fitted effect of over 65% in size
An asterisk follows results filed as active; ? = inconclusive; . = no result given; [ ] = dose if it differs, or a comment. Unless noted, calls come from the whole dose curve; as a rule, active = well fitted curve in the direction sought with a large enough effect; inconclusive = small, poorly fitted or top-dose-only effect, or another doubt; inactive = no such curve, though single readings can be large; an effect the other way counts as inactive or inconclusive. Some of the compounds tested (hit frequency here may not be typical).

Value order – WRN helicase inh	EPAC1 antag	EPAC1 agonist	CCT modulator	PI5P4Ka inh	EPAC2 antagonist	Mm-Cpn inhibitor	PLK1 PBD inh
- COc1cccc(COc2cc3ccccc3nc2C)c1
→ -1%	-21%	20%	0.7	.	-1%	1%	-7%
- CC(C)[C@H](NC(=O)c1ccccc1)C(=O)Nc1ccc2c(c1)OCO2
→ 5%	-10%	-7%	-0.6	-3	-4%	-1%	-1%
- O=C(CNc1ccc(F)cc1)N/N=C/c1c(O)ccc2ccccc12
→ -5%	9%	3%	-2.2	0	-11%	3%	9%
- CC1(C)CC(Nc2ccc(Nc3ccccc3)cc2)CC(C)(C)N1
→ -1%	-2%	11%	-1.5	-15	2%	-6%	-13%
- CC(C)NC(=O)Cn1c(SCC(=O)N2CCCCCC2)nc2ccccc21
→ -6%	-4%	8%	-4.0	.	-1%	0%	-10%
- CC(Oc1ccccc1)C(=O)N1CCc2ccccc2C1 (stereo not given)
→ 1%	26%	5%	2.2	6	1%	1%	3%
- Cc1csc(SCC(=O)NC(=O)C2CCCCC2)n1
→ 6%	-11%	2%	-0.9	0	-1%	0%	-1%
- Cc1ccc(-c2csc(C(C)(O)c3cccc(F)c3)n2)cc1C (stereo not given)
→ 4%	-11%	-11%	1.1	30	-13%	.	4%
- Cn1c(CNC(=O)Nc2cccc(Cl)c2)nnc1SCc1ccccc1
→ 7%	13%	-4%	-0.4	12	6%	-1%	-6%
- COc1ccc(OC)c(NC(=O)CSc2ccccc2)c1
→ 7%	-12%	-1%	-2.7	3	2%	-1%	-17%

Some of the entries above, set out differently:
Molecule	WRN helicase inh	EPAC1 antag	EPAC1 agonist	CCT modulator	PI5P4Ka inh	EPAC2 antagonist	Mm-Cpn inhibitor	PLK1 PBD inh
COc1cccc(COc2cc3ccccc3nc2C)c1	-1%	-21%	20%	0.7	.	-1%	1%	-7%
CC(C)[C@H](NC(=O)c1ccccc1)C(=O)Nc1ccc2c(c1)OCO2	5%	-10%	-7%	-0.6	-3	-4%	-1%	-1%
O=C(CNc1ccc(F)cc1)N/N=C/c1c(O)ccc2ccccc12	-5%	9%	3%	-2.2	0	-11%	3%	9%
CC1(C)CC(Nc2ccc(Nc3ccccc3)cc2)CC(C)(C)N1	-1%	-2%	11%	-1.5	-15	2%	-6%	-13%
CC(C)NC(=O)Cn1c(SCC(=O)N2CCCCCC2)nc2ccccc21	-6%	-4%	8%	-4.0	.	-1%	0%	-10%
CC(Oc1ccccc1)C(=O)N1CCc2ccccc2C1 (stereo not given)	1%	26%	5%	2.2	6	1%	1%	3%
Cc1csc(SCC(=O)NC(=O)C2CCCCC2)n1	6%	-11%	2%	-0.9	0	-1%	0%	-1%
Cc1ccc(-c2csc(C(C)(O)c3cccc(F)c3)n2)cc1C (stereo not given)	4%	-11%	-11%	1.1	30	-13%	.	4%
Cn1c(CNC(=O)Nc2cccc(Cl)c2)nnc1SCc1ccccc1	7%	13%	-4%	-0.4	12	6%	-1%	-6%
COc1ccc(OC)c(NC(=O)CSc2ccccc2)c1	7%	-12%	-1%	-2.7	3	2%	-1%	-17%

The list continues:
Value order – WRN helicase inh	EPAC1 antag	EPAC1 agonist	CCT modulator	PI5P4Ka inh	EPAC2 antagonist	Mm-Cpn inhibitor	PLK1 PBD inh
- Cc1occc1C(=O)N/N=C/C1=C(N2CCOCC2)C(=C\c2ccc(Cl)cc2Cl)/CC1
→ 0%	-6%	1%	-7.5	5	-24%[57.1 µM]	-5%	3%
- CCCSc1nc2sc3c(c2c(=O)[nH]1)CCN(Cc1ccccc1)C3
→ -5%	11%	8%	-1.9	-27	16%	.	-11%
- O=C(C1=C[C@H](c2ccc(C(F)(F)F)cc2)C[C@H](OCCCCO)O1)N1CCN(Cc2ccccc2)CC1
→ -5%	-19%	-12%	-1.0	-2	7%	.	-4%
- COc1cc(NC(=O)CN2CCN(c3ccccc3)CC2)c(C)cc1[N+](=O)[O-]
→ -13%[57.1 µM]	-7%	0%	1.3	1	5%	1%	0%
- COc1cccc(-c2cc(C(=O)N3CCN(C(=O)c4ccco4)CC3)[nH]n2)c1
→ -2%	3%	-2%	1.6	-3	-1%	-2%	-13%
- Cc1ccc(C(=O)N(C)CC(=O)Nc2ccc(N3CCOCC3)cc2)s1
→ 2%	2%	6%	-1.2	-8	1%	-1%	-15%
- O=C1c2ccccc2C(c2nnnn2Cc2ccccc2)N1Cc1ccco1 (stereo not given)
→ 2%	-4%	5%	-0.5	-4	0%	.	-20%
- Cc1c(C(=O)O)oc2ccc(S(=O)(=O)NCc3ccccc3)cc12
→ -2%	10%	-13%	-15	-11	0%	0%	2%
- COc1cccc(C(C)(O)c2nc(-c3ccccc3OC)cs2)c1 (stereo not given)
→ -3%	-5%	-6%	-0.1	12	-26%	.	-2%
- C/C(=N/NC(=O)CNC(=O)/C=C/c1ccco1)c1ccc(Cl)cc1
→ -17%	18%	3%	0.9	?	11%	0%	-27%
- CCCCNC(=S)N1CCN(C(c2ccccc2)c2ccccc2)CC1
→ 0%	-25%	14%	-1.6	15	0%	-7%	-7%
- COc1cc(NC(=O)CCNC(=O)Cn2cnc3sc4c(c3c2=O)CCCC4)cc(OC)c1OC
→ 2%	1%	7%	-5.3	-6	-5%	1%	?
- Cc1ccc(S(=O)(=O)NC(CC(=O)O)c2ccccc2)cc1 (stereo not given)
→ -5%	5%	3%	-0.1	.	22%	0%	-3%
- Cc1ccc(C)c(CN2C(=O)c3ccccc3S(=O)c3ccc(C(=O)NCCCN4CCCC4)cc32)c1 (stereo not given)
→ -6%	7%	1%	1.1	0	-9%	0%	-3%
- Cc1ccn2c(C(=O)c3ccc(Cl)cc3)cnc2c1
→ -4%	1%	2%	-0.8	-11	-3%	-12%	-3%
- COc1ccccc1N1CCN(C(c2cccs2)C(C)NC(=O)C(=O)N2CCOCC2)CC1 (stereo not given)
→ 3%	16%	0%	-2.8	2	4%	2%	-13%
- Cc1cccc(C(=O)Nc2cccc(-c3ccc4nncn4n3)c2)c1
→ -7%	2%	-1%	1.8	0	5%	0%	-3%
- OCCC1CN(Cc2cnc(N3CCCC3)s2)CCN1C1CCCC1 (stereo not given)
→ 2%	7%	1%	-3.8	-4	0%	-1%	-15%
- O=C(Cc1ccccc1)N/N=C/c1cc2c(cc1Cl)OCO2
→ -19%[57.1 µM]	2%	-5%	-0.2	4	19%	-1%	0%
- COCCNC(=O)NC(=O)CN1CCCc2ccccc21
→ -19%	-25%	-4%	-14	-1	0%	-2%	-14%
- Cc1cc(Nc2ccccc2)c2c([N+](=O)[O-])ccc(C)c2n1
→ -6%	3%	1%	-1.7	3	?	-2%	-14%
- COCCn1c(SCC(=O)Nc2cccnc2Cl)nc2cc(Cl)ccc2c1=O
→ -1%	0%	4%	-2.7	7	-3%	-6%	-4%
- Cc1ccc(CN=C2Nc3ccccc3CS2)cc1
→ -2%	-3%	19%	0.7	.	0%	1%	-8%
- O=C(COC(=O)CNC(=O)c1ccc(Br)o1)Nc1ccc2c(c1)OCCO2
→ 2%	0%	12%	-4.5	3	8%	2%	-7%
- Cc1ccc(-c2ccc(=O)n(CC(=O)NCCN(CC(C)C)CC(C)C)n2)cc1
→ 0%	-4%	1%	-1.7	-4	-10%	0%	-11%
- COc1ccc(C(=O)Oc2ccc(N(C)S(=O)(=O)c3ccccc3)cc2)cc1[N+](=O)[O-]
→ 0%	-19%	12%	0.1	-7	2%	1%	-14%
- Cc1ccc([N+](=O)[O-])cc1S(=O)(=O)NCC1COc2ccccc2O1 (stereo not given)
→ -6%	-20%	5%	2.7	-2	?	-1%	4%
- CC1(C)C=Cc2cc3ccc(=O)oc3cc2O1
→ -5%	-9%	0%	-1.4	-9	-17%	-4%	1%
- Cc1cccc[n+]1CC(=O)Nc1ccccc1
→ -4%	6%	2%	1.0	-6	-1%	-5%	-10%
- COc1cccc2oc(CCc3ccccc3)cc(=O)c12
→ 3%	7%	9%	3.7	-3	-12%	.	4%
- Cc1noc(C(=O)Nc2ccc(F)c(Cl)c2)c1Cl
→ 5%[57.1 µM]	1%	-4%	2.4	5	-1%	-1%	0%
- COc1ccc(-c2nc(NC(=O)CSc3nnc(C)s3)ns2)cc1
→ 3%	11%	7%	-1.9	.	8%	-28%	0%
- Cc1cc([N+](=O)[O-])ccc1-c1ccc(/C=N/NC(=O)c2ccc(Br)o2)o1
→ -1%	6%	4%	1.7	-16	-3%	-1%	6%
- O=C(O)c1ccc2c(c1)C(=O)N(c1cccc(C(=O)/C=C/c3ccccc3)c1)C2=O
→ ?	-15%	3%	-0.7	-13	-17%	-5%	42µM*
- CCOc1cc(/C=C/c2nc3ccccc3s2)ccc1OCC(=O)N1CCOCC1
→ -17%	-16%	-7%	1.8	1	-2%	0%	0%
- COc1ccc(C(=O)N/C(=C\c2ccccc2)C(=O)NC(CC(C)C)C(=O)O)cc1 (stereo not given)
→ 0%	8%	0%	-5.0	3	7%	1%	-9%
- COc1ccc(CN(C)C(=O)CCNS(=O)(=O)c2ccccc2)c(OC)c1
→ 6%	10%	6%	-1.5	2	2%	.	-9%
- COc1ccc(-c2cc3ccc(O)cc3oc2=O)cc1
→ 2%	-16%	-2%	-1.1	0	2%	-11%	-5%
- O=C(Cn1[nH]c(=O)c2ccccc2c1=O)OCC(=O)N1CCc2ccccc2C1
→ -2%	-7%	5%	0.1	5	2%	-5%	-17%
- CCCN=C1N(CC)C[C@@H]2[C@@H]3C(=O)N(C)C(=O)[C@@H]3[C@](CC)(C(=O)OC)N12
→ -2%	1%	-7%	-2.8	-3	10%	1%	-5%
- COc1ccc(C2=Nn3c(nnc3-c3ccccc3OC)SC2)cc1OC1CCOC1 (stereo not given)
→ .	7%	-17%	.	.	8%	-7%	.
- Fc1ccc(-c2cc(-c3cccs3)cc(-c3ccccc3)n2)cc1
→ -2%	4%	-3%	-1.2	7	-1%	5%	4%
- Cc1ccc(C(=O)N2CCN(c3ccc([N+](=O)[O-])c(N4CCOCC4)c3)CC2)cc1
→ 6%	-8%	-6%	-1.3	-3	11%	1%	5%
- COc1cc(NS(=O)(=O)c2cn(C)cn2)cc(OC)c1
→ 1%	-7%	8%	0.6	1	11%	1%	-7%
